BaF3 tox: parental Ba/F3 viability inhibition as JAK2V617F counter-screen. CellTiter-Glo ATP luminescence. inhibition, % at 5.6 µM. 1.1% of 220,000 active;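 active = inhibition above a per-campaign cutoff, the mean inhibition of all tested compounds plus 3 SD, cut at about 27% in these data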;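 note: 0% = DMSO wells and 100% = JAK Inhibitor I control wells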
S1P4 ag: agonists of human S1P4 receptor; O95977; S1P4-expressing cell line, agonist reporter assay; activation, % at 4.98 µM; 0.35% of 220,000 active; in the data active = activation above about 11%;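 note: 0% = DMSO vehicle and 100% = reference agonist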
Target sequence (O95977 whole entry, looked up): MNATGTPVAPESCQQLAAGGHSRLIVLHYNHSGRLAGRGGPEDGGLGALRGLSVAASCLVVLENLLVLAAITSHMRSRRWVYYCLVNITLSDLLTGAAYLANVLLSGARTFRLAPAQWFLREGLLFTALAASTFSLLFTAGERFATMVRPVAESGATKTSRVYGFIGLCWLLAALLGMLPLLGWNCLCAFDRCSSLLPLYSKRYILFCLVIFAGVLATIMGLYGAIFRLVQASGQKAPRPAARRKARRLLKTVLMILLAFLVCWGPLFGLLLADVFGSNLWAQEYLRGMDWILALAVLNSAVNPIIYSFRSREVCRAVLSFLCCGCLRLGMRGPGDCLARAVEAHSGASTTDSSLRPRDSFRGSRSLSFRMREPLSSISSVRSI
S1P4 antagonist: antagonists of human S1P4 receptor. inhibition, % at 4.98 µM. O95977. S1P4-expressing cells, antagonist mode, reporter read-out. AID 1510. 0.26% of 220,000 active; in the data active = inhibition above about 29%;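 note: 0% = wells stimulated with agonist and 100% = vehicle wells without agonist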
EP2 mod: modulates human prostaglandin E2 receptor EP2 signaling. P43116. EP2-expressing cells, cAMP HTRF FRET, PGE2 co-stimulation. induction, % at 25 µM. 0.83% of 260,000 active;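 active = compounds whose cAMP rise, as percent of the full-agonist control response, exceeds 60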;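 note: rat C6 glioma line stably carrying human EP2 under a CMV promoter; the protocol text gives 20 µM as final concentration; 100% = response of wells given 1 µM PGE2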
Target sequence (P43116 whole entry, looked up): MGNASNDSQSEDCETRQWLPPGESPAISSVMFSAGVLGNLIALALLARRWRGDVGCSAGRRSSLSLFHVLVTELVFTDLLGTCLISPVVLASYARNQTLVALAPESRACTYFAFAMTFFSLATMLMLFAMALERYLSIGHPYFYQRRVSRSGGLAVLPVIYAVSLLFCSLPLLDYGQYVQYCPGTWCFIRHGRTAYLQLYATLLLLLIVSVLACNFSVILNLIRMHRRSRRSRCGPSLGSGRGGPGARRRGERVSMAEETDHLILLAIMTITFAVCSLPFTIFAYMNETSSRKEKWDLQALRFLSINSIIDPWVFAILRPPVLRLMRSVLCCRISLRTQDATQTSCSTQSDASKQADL
PERK inh: blocks human PERK kinase. 0.17% of 220,000 active. Q9NZJ5. AID 1416. CHO PERK-DD fusion, SEAP luminescence translation reporter. inhibition, % at 5.6 µM;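 active = inhibition above the mean inhibition of all tested compounds plus 3 SD, set separately per screening campaign, cut at about 2.9% in these data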;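 note: PERK kinase domain activated by AP20187 dimerizer at 100 nM; 0% = DMSO with dimerizer and 100% = rapamycin at 8.4 µM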
Ba/F3 V617F tox: lowers viability of Ba/F3 cells expressing EpoR and JAK2V617F | ATP luminescence | inhibition, % at 5.6 µM | 1.1% of 220,000 active | AID 1446;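 active = inhibition above the campaign mean plus 3 SD over all tested compounds, cut at about 24% in these data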;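 note: cytokine-independent growth of Ba/F3 cells driven by EpoR plus mutant JAK2; 0% = DMSO-treated cells and 100% = JAK inhibitor I control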
TRPML3 ag: agonists of human TRPML3 channel. activation, % at 3 µM. HEK293 TRPML3-YFP, Fluo-8 calcium fluorescence; 100% = the carbachol control signal. 0.29% of 220,000 active. Q8TDD5;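 active = activation above its plate's cutoff, the mean activation of the plate's test wells plus 3 SD, cut at about 12% in these data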;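 note: 0% = DMSO only wells and 100% = carbachol wells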
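Test system: TRPML3-YFP stable HEK293 cells. Doses: single point at 3 µM. Incubation: dye loading 1 h 37 °C then 30 min ambient, 125 s read. Signal: Fluo-8 calcium dye fluorescence, ex 470-495, em 515-575 nm. Measure: percent activation from peak-to-basal fluorescence ratio, scaled between DMSO and carbachol.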
m-calpain inh: inhibitors of pig calpain II | purified calpain II, fluorogenic peptide substrate, 30 min | inhibition, % at 16 µM | 0.37% of 220,000 active | AID 1236;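 active = inhibition above about 50%, limit read from the data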
zfTRPN1 agonist: agonists of zebrafish TRPN1 channel; HEK293 zebrafish TRPN1-YFP, Fluo-8 calcium fluorescence; 100% = response to 87 µM carbachol; activation, % at 3 µM; 0.18% of 220,000 active; AID 1424;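 active = activation above its plate's cutoff, the mean activation of test wells on that plate plus 3 SD, cut at about 19% in these data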;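 note: 0% = DMSO alone and 100% = 87 µM carbachol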
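Material: zebrafish TRPN1-YFP in HEK293 cells. Doses: one dose of 3 µM, 0.3% DMSO. Incubation: dye 1 h 37 °C plus 30 min RT. Measured by: intracellular calcium fluorescence with Fluo-8.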
An asterisk follows results filed as active. Hits appear at their usual frequency; overall some 3.6% were active at least once.

Results for COc1ccc(S(=O)(=O)NCc2ccc(C(=O)O)cc2)cc1 ?
BaF3 tox: 2; S1P4 ag: 1.2; S1P4 antagonist: -7; EP2 mod: 5; PERK inh: 0.5; Ba/F3 V617F tox: -4; TRPML3 ag: 0.7; m-calpain inh: -12; zfTRPN1 agonist: 0.5

What do the screens show for `Cc1ccc(C2=Nc3ccccc3N=C(c3ccc([N+](=O)[O-])cc3)C2)c(O)c1`?
BaF3 tox: 4; S1P4 ag: 0.9; S1P4 antagonist: -1; EP2 mod: 29; PERK inh: 1.0; Ba/F3 V617F tox: -1; TRPML3 ag: -0.5; m-calpain inh: 18; zfTRPN1 agonist: -0.3

How did COc1ccccc1Cn1c(SCC(N)=O)nc2c(oc3ccccc32)c1=O do in these assays?
BaF3 tox: 9; S1P4 ag: 1.9; S1P4 antagonist: -1; EP2 mod: -16; PERK inh: -1.6; Ba/F3 V617F tox: 0; TRPML3 ag: 0.9; m-calpain inh: -13; zfTRPN1 agonist: 2.8

Results for CCC1CCCCN1C(=S)NCc1ccccc1 (stereo not given) ?
BaF3 tox: 0; S1P4 ag: -2.3; S1P4 antagonist: -2; EP2 mod: 1; PERK inh: 0.9; Ba/F3 V617F tox: -2; TRPML3 ag: 0.4; m-calpain inh: -12; zfTRPN1 agonist: -0.9

What do the screens show for `CCCNS(=O)(=O)c1ccc(OCC(=O)Nc2ccc3c(c2)OCCO3)cc1`?
BaF3 tox: 1; S1P4 ag: -0.7; S1P4 antagonist: 14; EP2 mod: 23; PERK inh: 0.8; Ba/F3 V617F tox: -3; TRPML3 ag: -0.1; m-calpain inh: -15; zfTRPN1 agonist: -0.5

Results for CCCn1c(CN(Cc2ccccc2)Cc2ccccc2)nc2c1c(=O)n(C)c(=O)n2C ?
BaF3 tox: 7; S1P4 ag: 1.3; S1P4 antagonist: 3; EP2 mod: 38; PERK inh: 0.5; Ba/F3 V617F tox: 1; TRPML3 ag: 0.2; m-calpain inh: -14; zfTRPN1 agonist: -1.5

How did CC[C@H](C)NC(=O)c1ccc(Cn2c(=S)[nH]c3c([nH]c4ccc(OC)cc43)c2=O)cc1 do in these assays?
BaF3 tox: 9; S1P4 ag: 3.2; S1P4 antagonist: -12; EP2 mod: 22; PERK inh: 0.4; Ba/F3 V617F tox: -1; TRPML3 ag: 0.9; m-calpain inh: -71; zfTRPN1 agonist: -0.8

What do the screens show for `CCn1c(SCC(=O)OC)nnc1-c1ccc(C)cc1`?
BaF3 tox: -11; S1P4 ag: 0.7; S1P4 antagonist: -23; EP2 mod: -23; PERK inh: 0.5; Ba/F3 V617F tox: -1; TRPML3 ag: 0.4; m-calpain inh: -10; zfTRPN1 agonist: 1.0

Results for O=c1[nH]c(=O)n(C2CCCO2)cc1F (stereo not given) ?
BaF3 tox: 2; S1P4 ag: -1.0; S1P4 antagonist: -19; EP2 mod: 34; PERK inh: -1.2; Ba/F3 V617F tox: -5; TRPML3 ag: 0.4; m-calpain inh: 20; zfTRPN1 agonist: -0.1

How did CCCCOCC(O)Cn1c(C)nc2ccccc21 (stereo not given) do in these assays?
BaF3 tox: 1; S1P4 ag: 0.5; S1P4 antagonist: 6; EP2 mod: 9; PERK inh: 0.6; Ba/F3 V617F tox: 0; TRPML3 ag: 0.8; m-calpain inh: 13; zfTRPN1 agonist: 2.6

What do the screens show for `CCOc1ccc2nc(SC3CC(=O)N(c4ccc(OC)cc4)C3=O)sc2c1` (stereo not given)?
BaF3 tox: 2; S1P4 ag: 1.6; S1P4 antagonist: -1; EP2 mod: -17; PERK inh: 0.4; Ba/F3 V617F tox: 2; TRPML3 ag: -0.5; m-calpain inh: -4; zfTRPN1 agonist: 0.0

What do the screens show for `O=C(O)C(F)(F)C(NCc1ccccc1)c1ccccc1` (stereo not given)?
BaF3 tox: -9; S1P4 ag: -1.8; S1P4 antagonist: -7; EP2 mod: 33; PERK inh: 1.2; Ba/F3 V617F tox: -1; TRPML3 ag: 0.6; m-calpain inh: -25; zfTRPN1 agonist: 1.8

What do the screens show for `CN1CCN(C(=O)/C(=C/c2cccs2)NC(=O)c2cccs2)CC1`?
BaF3 tox: 6; S1P4 ag: -0.1; S1P4 antagonist: -20; EP2 mod: -14; PERK inh: 0.5; Ba/F3 V617F tox: 0; TRPML3 ag: 0.8; m-calpain inh: -8; zfTRPN1 agonist: 2.7

What do the screens show for `CC(C)(C)SCCNS(=O)(=O)c1ccc2ccccc2c1`?
BaF3 tox: 0; S1P4 ag: 2.0; S1P4 antagonist: -12; EP2 mod: 1; PERK inh: 0.1; Ba/F3 V617F tox: -2; TRPML3 ag: -0.2; m-calpain inh: 49; zfTRPN1 agonist: -1.0

What do the screens show for `CSc1nc(C2CC2)cc(-c2cccs2)c1C#N`?
BaF3 tox: 2; S1P4 ag: 1.3; S1P4 antagonist: -2; EP2 mod: 55; PERK inh: 0.5; Ba/F3 V617F tox: -4; TRPML3 ag: 0.4; m-calpain inh: 12; zfTRPN1 agonist: -0.8

Continued; it opens with the 2 that closed the last part.
What do the screens show for `CC(C)(C)SCCNS(=O)(=O)c1ccc2ccccc2c1`?
BaF3 tox: 0; S1P4 ag: 2.0; S1P4 antagonist: -12; EP2 mod: 1; PERK inh: 0.1; Ba/F3 V617F tox: -2; TRPML3 ag: -0.2; m-calpain inh: 49; zfTRPN1 agonist: -1.0

What do the screens show for `CSc1nc(C2CC2)cc(-c2cccs2)c1C#N`?
BaF3 tox: 2; S1P4 ag: 1.3; S1P4 antagonist: -2; EP2 mod: 55; PERK inh: 0.5; Ba/F3 V617F tox: -4; TRPML3 ag: 0.4; m-calpain inh: 12; zfTRPN1 agonist: -0.8

What do the screens show for `Cn1nc(C(=O)NCc2ccccc2)c2ccccc2c1=O`?
BaF3 tox: 7; S1P4 ag: 0.8; S1P4 antagonist: -17; EP2 mod: 17; PERK inh: -1.5; Ba/F3 V617F tox: 0; TRPML3 ag: 0.3; m-calpain inh: 19; zfTRPN1 agonist: 0.1

Results for COc1ccc(NC(=S)NN2CCOCC2)cc1OC ?
BaF3 tox: 4; S1P4 ag: 0.0; S1P4 antagonist: 5; EP2 mod: 7; PERK inh: 1.0; Ba/F3 V617F tox: -6; TRPML3 ag: 0.7; m-calpain inh: -10; zfTRPN1 agonist: 0.0

Results for Cc1ccc2nc(-c3ccccn3)cc(C(=O)Nc3ccc4c(c3)OCO4)c2c1 ?
BaF3 tox: 6; S1P4 ag: -1.2; S1P4 antagonist: -29; EP2 mod: -6; PERK inh: 0.9; Ba/F3 V617F tox: 1; TRPML3 ag: -0.1; m-calpain inh: 27; zfTRPN1 agonist: 1.5

What do the screens show for `CCCCNCc1ccc(SC)cc1`?
BaF3 tox: 1; S1P4 ag: 0.4; S1P4 antagonist: 8; EP2 mod: 14; PERK inh: -0.5; Ba/F3 V617F tox: 3; TRPML3 ag: 0.2; m-calpain inh: -1; zfTRPN1 agonist: 0.8

What do the screens show for `Cc1ccccc1NC(=S)N1CCC(NC(=O)c2ccco2)CC1`?
BaF3 tox: 8; S1P4 ag: 5.3; S1P4 antagonist: -10; EP2 mod: -7; PERK inh: -0.2; Ba/F3 V617F tox: 4; TRPML3 ag: 1.3; m-calpain inh: -22; zfTRPN1 agonist: -0.4

How did Cc1ccc2cccc(NC(=S)NC(=O)c3ccnn3C)c2n1 do in these assays?
BaF3 tox: 1; S1P4 ag: 3.1; S1P4 antagonist: -3; EP2 mod: 46; PERK inh: -1.1; Ba/F3 V617F tox: -2; TRPML3 ag: 1.3; m-calpain inh: -19; zfTRPN1 agonist: -0.8

How did C=CCNC(=O)/C(C#N)=C\c1cc(Cl)c(OCC)c(OC)c1 do in these assays?
BaF3 tox: 3; S1P4 ag: 2.6; S1P4 antagonist: -3; EP2 mod: 13; PERK inh: 0.5; Ba/F3 V617F tox: 2; TRPML3 ag: 1.7; m-calpain inh: 29; zfTRPN1 agonist: 0.3

How did O=C(NP(=O)(N1CCCC1)N1CCCC1)C1=C(N2CCOCC2)/C(=C/c2cccc([N+](=O)[O-])c2)CC1 do in these assays?
BaF3 tox: 2; S1P4 ag: 2.4; S1P4 antagonist: -26; EP2 mod: 22; PERK inh: 1.1; Ba/F3 V617F tox: 2; TRPML3 ag: -0.8; m-calpain inh: -23; zfTRPN1 agonist: 0.1

What do the screens show for `COc1cc(NC(=O)CSc2nnnn2-c2ccccc2)cc(OC)c1OC`?
BaF3 tox: 3; S1P4 ag: 1.9; S1P4 antagonist: 5; EP2 mod: -5; PERK inh: 0.0; Ba/F3 V617F tox: 2; TRPML3 ag: 0.7; m-calpain inh: -36; zfTRPN1 agonist: -1.0

Results for COc1cc2c(=O)n(CCC(=O)NCC3CCCO3)c(=O)n(CC(=O)c3ccc(Cl)cc3)c2cc1OC (stereo not given) ?
BaF3 tox: 5; S1P4 ag: 0.8; S1P4 antagonist: -2; EP2 mod: 10; PERK inh: 0.9; Ba/F3 V617F tox: 3; TRPML3 ag: 0.9; m-calpain inh: -6; zfTRPN1 agonist: 0.9

What do the screens show for `Cc1ccc(NC(=O)N2CCCC2C(=O)NCC2CCCO2)cc1` (stereo not given)?
BaF3 tox: 4; S1P4 ag: 0.5; S1P4 antagonist: 4; EP2 mod: 19; PERK inh: 0.4; Ba/F3 V617F tox: 0; TRPML3 ag: 0.2; m-calpain inh: 4; zfTRPN1 agonist: 0.7

Results for CCOC(=O)Cc1cc(=O)[nH]c(/N=C(\N)Nc2ccc(OC)cc2)n1 ?
BaF3 tox: -4; S1P4 ag: 0.2; S1P4 antagonist: 8; EP2 mod: 0; PERK inh: -1.1; Ba/F3 V617F tox: -4; TRPML3 ag: 0.8; m-calpain inh: 1; zfTRPN1 agonist: -0.5

How did O=C(Nc1ccc2[nH]c3c(c2c1)CCCC3)c1ccco1 do in these assays?
BaF3 tox: 5; S1P4 ag: 1.4; S1P4 antagonist: -3; EP2 mod: -20; PERK inh: -0.8; Ba/F3 V617F tox: 6; TRPML3 ag: 0.4; m-calpain inh: -383; zfTRPN1 agonist: 0.9

What do the screens show for `CC(CCc1ccccc1)NC(=O)CN1CCSc2ccccc21` (stereo not given)?
BaF3 tox: 0; S1P4 ag: 1.6; S1P4 antagonist: 6; EP2 mod: -12; PERK inh: -0.2; Ba/F3 V617F tox: 3; TRPML3 ag: -1.1; m-calpain inh: 29; zfTRPN1 agonist: -2.0

How did O=c1oc2ccccc2c(Cl)c1CN1CCCCC1 do in these assays?
BaF3 tox: 4; S1P4 ag: -0.8; S1P4 antagonist: 4; EP2 mod: -59; PERK inh: -0.8; Ba/F3 V617F tox: 3; TRPML3 ag: 0.7; m-calpain inh: 22; zfTRPN1 agonist: 0.8

How did O=C(CSc1ccc2ccccc2c1Br)Nc1cccc(S(=O)(=O)NC2=NCCCCC2)c1 do in these assays?
BaF3 tox: 1; S1P4 ag: 0.2; S1P4 antagonist: -18; EP2 mod: 18; PERK inh: 0.3; Ba/F3 V617F tox: 33*; TRPML3 ag: 0.7; m-calpain inh: -78; zfTRPN1 agonist: 0.9

What do the screens show for `O=C(O)c1ccc(C(=O)c2ccc3c(c2)C(=O)N(CC2CCCO2)C3=O)cc1` (stereo not given)?
BaF3 tox: 3; S1P4 ag: 1.9; S1P4 antagonist: -3; EP2 mod: 31; PERK inh: 0.9; Ba/F3 V617F tox: -4; TRPML3 ag: 1.2; m-calpain inh: -14; zfTRPN1 agonist: 3.3
